# KCNK9 inh: inhibitors of human KCNK9 two-pore domain potassium channel | B-score at 10 µM | HEK293 KCNK9, FluxOR thallium flux fluorescence; hits give low values | AID 488922 | actives 1.2% (n = 310,000) | Q9NPC2;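 active = ratio B-score over 3 SD below the library mean, with starting fluorescence within 5 SD of its mean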;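 note: negative B-score means less thallium flux so channel inhibition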
# Target sequence (Q9NPC2 whole entry, looked up, the tested form may be a part): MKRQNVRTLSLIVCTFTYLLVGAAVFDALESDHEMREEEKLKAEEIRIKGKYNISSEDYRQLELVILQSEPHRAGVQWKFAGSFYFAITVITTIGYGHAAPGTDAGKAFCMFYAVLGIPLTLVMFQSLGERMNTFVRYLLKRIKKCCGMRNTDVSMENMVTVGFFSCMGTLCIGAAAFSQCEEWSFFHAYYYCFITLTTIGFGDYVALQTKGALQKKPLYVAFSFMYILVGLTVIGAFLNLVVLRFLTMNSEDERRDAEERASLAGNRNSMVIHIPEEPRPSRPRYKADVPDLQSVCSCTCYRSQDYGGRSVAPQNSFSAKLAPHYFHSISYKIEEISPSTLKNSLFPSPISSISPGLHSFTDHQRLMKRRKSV
# RGS4 act: potentiators or activators of RGS4; B-score at 10 µM; AID 463111; HEK293 M3R/inducible RGS4, carbachol calcium flux Fluo4; hits give low values; actives 0.92% (n = 310,000);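 active = B-score of the integrated calcium signal more than 4 SD below the library mean, with starting fluorescence not abnormally high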;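 note: negative B-score means reduced calcium response which marks RGS4 activation or potentiation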
#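 Detection: kinetic calcium fluorescence imaging with Fluo4-AM dye, 2 µM / Material: HEK293 cells with stable M3R and inducible RGS4 / Schedule: recording 10 s baseline at 1 Hz, 100 s post-agonist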
# KCNQ1 inh: blocks the human KCNQ1 potassium channel; CHO-K1 KCNQ1, FluxOR thallium flux fluorescence; hits give high values; B-score at 10 µM; actives 1.3% (n = 310,000);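 active = compounds whose thallium flux B-score, printed positive for inhibition, exceeds three library SD while starting fluorescence stays within three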;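 note: channel opened by potassium depolarization with thallium stimulus after 20 min compound exposure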
# KCNQ1 pot: human KCNQ1 channel potentiation or activation. P51787. CHO-K1 KCNQ1, thallium flux FluxOR fluorescence; hits give high values. B-score at 10 µM. actives 0.35% (n = 310,000);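 active = fluorescence ratio B-score, a plate-corrected score, at least three library SD, with initial intensity B-score within 5 SD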
#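 Assay system: stable KCNQ1 CHO-K1 line; medium: assay buffer, equal DMSO in all wells; timing: 90 min dye loading and 20 min compound exposure, both at room temperature; technique: kinetic FluxOR thallium fluorescence, 10-s 1-Hz baseline, 110-s post-stimulus read; read-out basis: B score of baseline-normalized fluorescence ratio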
# TMEM16A inh: inhibitors of mouse TMEM16A calcium-activated chloride channel | HEK293 TMEM16A/YFP iodide influx fluorescence, ionomycin | normalized B-score (activity score, 25-100; higher = stronger inhibition) at 10 µM | actives 1.2% (n = 310,000) | AID 588511;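 active = ratio plate-corrected score three or more library SD toward inhibition, starting fluorescence score within five deviations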;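 note: score derived from kinetic fluorescence span divided by baseline fluorescence per well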
# hERG rescue: compounds protecting human hERG from proarrhythmic drug block; Q12809; CHO-hERG, FluxOR thallium flux, dofetilide IC70 present; activation (rescue from dofetilide block), less the hit threshold, % at 10 µM; actives 0.51% (n = 310,000); AID 1511;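 active = activation above the mean of controls blocked by dofetilide plus 5 SD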;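 note: thallium influx through hERG after potassium depolarization seen as dye fluorescence rise; in these data hits start at about 4.7%; inactives centre near -7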
# KCNK3 inh: human KCNK3 channel inhibition, primary screen; O14649; CHO-KCNK3 thallium flux, FluxOR fluorescence; hits give low values; B-score at 10 µM; actives 0.84% (n = 340,000);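 active = B-score under library mean minus 4 SD, starting fluorescence ratio at most library mean plus 5 SD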;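 note: more negative B-score means stronger inhibition of thallium flux through KCNK3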
# MrgX1 ag: agonists of human MrgX1 receptor | B-score at 10 µM | MrgX1-HEK293 cells, Fluo-4 calcium fluorescence, agonist mode; hits give high values | actives 0.44% (n = 310,000) | Q96LB2;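 active = calcium response B-score plate-corrected fluorescence ratio at least 3 library SD, with starting fluorescence B-score inside 5 SD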
# Target sequence (Q96LB2 whole entry, looked up): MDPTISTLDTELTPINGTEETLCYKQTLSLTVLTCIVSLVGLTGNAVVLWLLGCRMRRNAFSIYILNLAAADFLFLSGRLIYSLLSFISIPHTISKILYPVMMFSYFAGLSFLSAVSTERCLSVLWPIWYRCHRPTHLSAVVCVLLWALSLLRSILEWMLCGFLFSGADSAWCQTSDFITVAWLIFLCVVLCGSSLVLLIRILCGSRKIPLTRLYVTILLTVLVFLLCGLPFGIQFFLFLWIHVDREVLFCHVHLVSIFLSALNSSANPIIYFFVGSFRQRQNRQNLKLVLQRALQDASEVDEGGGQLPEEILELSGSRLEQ
#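 Test system: HEK293 cells stably expressing human MrgX1 receptor; amount: 15,000 cells per well; doses: compound delivered in addition one of three; times: overnight plating before 1 h dye loading; detection: Fluo-4 NW calcium-flux fluorescence, kinetic read; read-out basis: B-scored fluorescence response ratio; controls: positive and negative controls per plate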
# RGS4 block: human RGS4 inhibition; P49798; HEK293 M3R/RGS4 inducible, Fluo-4 calcium flux; hits give high values; triggered by carbachol at its EC20; B-score at 10 µM; actives 0.45% (n = 310,000); AID 463165;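 active = B-score, a plate-corrected calcium signal, over three deviations above library mean, with baseline fluorescence within five deviations of library mean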;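 note: RGS4 expression induced by doxycycline in cells with stable M3 receptor; B-score is computed from the integrated fluorescence ratio over baseline after carbachol; higher B-score means a larger calcium signal and so more RGS4 inhibition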
# Target sequence (P49798 whole entry, looked up): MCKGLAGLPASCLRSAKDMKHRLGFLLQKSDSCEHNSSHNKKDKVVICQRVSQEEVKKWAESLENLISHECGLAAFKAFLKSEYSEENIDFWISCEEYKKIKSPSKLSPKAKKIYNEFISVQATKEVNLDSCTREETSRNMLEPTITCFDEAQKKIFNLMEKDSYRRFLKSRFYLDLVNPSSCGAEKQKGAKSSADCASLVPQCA
# ANO1 activ: mouse TMEM16A channel activation, primary screen | Q8BHY3 | HEK293 TMEM16A/YFP-H148Q/I152L, iodide quench fluorescence; hits give low values | B-score at 10 µM | actives 0.3% (n = 340,000) | AID 623877;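 active = fluorescence-ratio B-score plate-corrected deviation score at least 3 library SD below zero, with starting fluorescence score within 5 deviations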;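 note: channel opened by trigger with iodide after compound preincubation; score built on the fluorescence ratio of max minus min over baseline; more negative score means more quench and so TMEM16A activation or potentiation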
# MrgX1 PAM: allosterically activates human MrgX1 receptor signaling. Q96LB2. MrgX1-HEK293, Fluo-4 calcium flux, FDSS; hits give high values. B-score at 10 µM. actives 0.63% (n = 310,000). AID 588675;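 active = plate-corrected calcium response at least 3 library SD above typical, normal starting fluorescence, not activating the receptor alone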;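 note: compound read alongside a low EC10 to EC30 dose of BAM8-22 agonist; peak minus trough fluorescence over baseline measured at the second addition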
# Starred values were filed as active, the others as inactive; i = inactive; . = no result given.
SMILES | KCNQ1 inh | hERG rescue | RGS4 block | KCNK3 inh | MrgX1 PAM | ANO1 activ | KCNK9 inh | MrgX1 ag | KCNQ1 pot | TMEM16A inh | RGS4 act
Cc1cccc(NC(=O)CCCCCN2C(=O)[C@@H]3Cc4ccccc4CN3C2=O)c1 | i | -13 | i | i | i | i | i | i | i | i | i
CCC1CCC2(CC1)NC(=O)N(CC(=O)Nc1cc(C)on1)C2=O (configuration not stated) | i | -4 | i | i | i | i | i | i | i | i | i
Cc1cc(/C=N/NC(N)=S)c(C)n1-c1ccc(Cl)cc1 | i | -11 | i | i | i | i | i | i | i | i | i
CCOc1ccccc1-c1cc(-c2n[nH]c(=S)n2CC)c2ccccc2n1 | i | -21 | i | i | i | i | i | i | i | i | i
COc1cc(/C=C/c2[nH]c(=O)[nH]c(=O)c2[N+](=O)[O-])cc([N+](=O)[O-])c1O | i | -3 | i | i | i | i | i | i | i | i | i
CCC(=O)n1nc(-c2ccc(Cl)cc2)nc1N | i | -15 | i | i | i | i | i | i | i | i | i
COc1cc(NC(=O)Cn2c([N+](=O)[O-])cnc2C)c(OC)cc1Cl | i | -7 | i | i | i | i | i | i | i | i | i
COc1ccc(S(=O)(=O)NCc2ccncc2)cc1NC(=O)c1ccccc1C | i | -8 | i | i | i | i | i | i | i | i | i
CC(C)COC(=O)CCNc1n[nH]c(=O)[nH]c1=O | i | 3 | i | i | i | i | i | i | i | i | i
COc1ccccc1NC(=O)CSc1nncn1-c1cccnc1 | i | -5 | i | i | i | i | i | i | i | i | i
Cc1cc(S(=O)(=O)Nc2ccc(F)cc2)c(C)s1 | i | -6 | i | i | i | i | i | i | i | i | i
CC(C)(C)c1nnc(NC(=O)CCS(=O)(=O)Cc2ccccc2)s1 | i | -5 | i | i | i | i | i | i | i | i | i
CCCC(CCC)C(=O)OC1C[C@H]2CC[C@@H](C1)[N+]2(C)C (some centres not stated) | i | -6 | i | i | i | i | i | i | i | i | i
O=C(NC(Cc1c[nH]c2ccccc12)C(=O)O)c1ccc(Br)cc1 (configuration not stated) | i | -6 | i | i | i | i | i | i | i | i | i
O=C1C(=O)N(Cc2ccco2)C(c2cccc(Cl)c2)/C1=C(\O)c1ccc2c(c1)OCCO2 (configuration not stated) | i | -10 | i | i | i | i | i | i | i | i | i
CCCCC(=O)Nc1cc2nn(-c3ccc(OC)cc3)nc2cc1C | i | -6 | i | i | i | i | i | i | i | i | i
O=C(NCCCN1CCOCC1)NC1CCCCC1 | i | -8 | i | i | i | i | i | i | i | i | i
COc1ccc(CCn2c(SCC(=O)Nc3cc(C)on3)nc3ccccc3c2=O)cc1OC | i | -5 | i | i | i | i | i | i | i | i | i
COc1ccc(CN2CCN(CCC(C)C)C(CCO)C2)cc1Cn1cncn1 (configuration not stated) | i | -6 | i | i | i | i | i | i | i | i | i
CC(C)c1nc(SCC(=O)N2CCCc3ccccc32)c2c(=O)n(C)c(=O)n(C)c2n1 | i | -13 | i | i | i | i | i | i | i | i | i
CCc1ccccc1N(C)S(=O)(=O)c1ccc2[nH]cc(C(=O)O)c(=O)c2c1 | i | -14 | i | i | i | i | i | i | i | i | i
Cc1csc(NC(=O)CCCc2cccs2)n1 | i | -8 | i | i | i | i | i | i | i | i | i
COc1ccc(CNC(=O)CN(C)S(=O)(=O)c2ccc3c(c2)c(=O)n(C)c(=O)n3C)cc1 | i | -5 | i | i | i | i | i | i | i | i | i
Cc1nc2scc(C)n2c(=O)c1S(=O)(=O)N1CCN(c2ccccc2)CC1 | i | -5 | i | i | i | i | i | i | i | i | i
COc1ccccc1CCc1nnc(CCC(=O)N(C)Cc2cccc3cnccc23)o1 | i | -7 | i | i | i | i | i | i | i | i | i
COC(=O)C1=C(C)NC(=O)/C1=C\c1ccco1 | i | -6 | i | i | i | i | i | i | i | i | i
Cc1ccc2cc(CCNC(=O)c3ccc(S(=O)(=O)N4CCCCC4)cc3)c(=O)[nH]c2c1 | i | -8 | i | i | i | i | i | i | i | i | i
CCN(CC)S(=O)(=O)c1cccc(NC(=O)C2CC(=O)N(c3ccc4c(c3)OCCO4)C2)c1 (configuration not stated) | i | -17 | i | i | i | i | i | i | i | i | i
O=C(NC(=S)N1CCCC1)c1ccc(Cl)cc1Cl | i | 1 | i | i | i | i | i | i | i | i | i
COc1nc(-c2ccccc2)ccc1-c1noc(C)n1 | i | -4 | i | i | i | i | i | i | i | i | i
COc1ccc(C(CNC(=O)c2oc3ccc(Cl)cc3c2C)N2CCCCC2)cc1 (configuration not stated) | i | -18 | i | i | i | i | i | i | i | i | i
O=C(NCCc1nc2ccccc2[nH]1)c1ccc(F)cc1 | i | -10 | i | i | i | i | i | i | i | i | i
COCCn1c(SCC(=O)OC(C)C)nnc1-c1ccccc1 | i | -10 | i | i | i | i | i | i | i | i | i
NC(=O)c1ccc(NC(=O)CN2CCN(Cc3ccccc3)CC2)cc1 | i | -2 | i | i | i | i | i | i | i | i | i
COc1ccc(-c2nnc3sc(C4CCCCC4)nn23)cc1OC | i | -22 | i | i | i | i | i | i | i | i | i
Cc1cc(=O)oc2cc(OC(=O)c3nn(C(C)C)c(=O)c4ccccc34)ccc12 | i | -9 | i | i | i | i | i | i | i | i | i
CN1C(=O)C(C)(C)c2cc(S(=O)(=O)N3CCCC(C(=O)NCc4ccc(Cl)cc4)C3)ccc21 (configuration not stated) | i | -15 | i | i | i | i | i | i | i | i | i
Cc1nc2sccn2c(=O)c1S(=O)(=O)Nc1ccc(N2CCN(S(C)(=O)=O)CC2)cc1 | i | -13 | i | i | i | i | i | i | i | i | i
Cc1cccc(NC(=O)Cn2nnc(-c3ccc(CN4CCCC4)cc3)n2)c1C | i | -14 | i | i | i | i | i | i | i | i | i
COc1ccc(/C(O)=C2/C(=O)C(=O)N(c3ncccn3)C2c2ccc(OC)cc2)cc1 (configuration not stated) | i | -9 | i | i | i | i | i | i | i | i | i
CN1CCC(=NNC(=O)C(=O)Nc2ccccc2F)CC1 | i | 0 | i | i | i | i | i | i | i | i | i
c1ccc2oc(-c3csc(NCC4CCCO4)n3)cc2c1 (configuration not stated) | i | -7 | i | i | i | i | i | i | i | i | i
COc1ccc(C(=O)CN2CCN(c3ccc(F)cc3)CC2)cc1OC | i | -1 | i | i | i | i | i | i | i | i | i
COC(=O)c1cn(-c2ccccc2)c(=O)c2ccccc12 | i | -9 | i | i | i | i | i | i | i | i | i
COc1cc2c(cc1OC)CN(C(=O)/C=C/c1ccccc1[N+](=O)[O-])CC2 | i | -5 | i | i | i | i | i | i | i | i | i
COc1ccc(S(=O)(=O)N2CCOCC2)cc1OC | i | -3 | i | i | i | i | i | i | i | i | i
CN(C)S(=O)(=O)c1ccc(Nc2ccc(-c3ccc4c(c3)OCCO4)nn2)cc1 | i | -3 | i | i | i | i | i | i | i | i | i
CCOC(=O)CNC(=O)CNC(=O)c1ccc(OCC(C)C)cc1 | i | -7 | i | i | i | i | i | i | i | i | i
CCCC1=C(C(=O)OCC)C(c2ccc(NC(C)=O)cc2)NC(=O)N1 (configuration not stated) | i | -2 | i | i | i | i | i | i | i | i | i
c1ccc(-c2ccnc3ncnn23)nc1 | i | -9 | i | i | i | i | i | i | i | i | i
Cc1ccc(OC(C)C(=O)Nc2ccc(S(=O)(=O)Nc3cc(C)on3)cc2)cc1 (configuration not stated) | i | -6 | i | i | i | i | i | i | i | i | i
COc1ccc(S(=O)(=O)NCC2CCCN(C(=O)CN3CCCCC3)C2)cc1 (configuration not stated) | i | -8 | i | i | i | i | i | i | i | i | i
CCCOc1ccc(C(=O)Nc2ccc(S(=O)(=O)N3CCN(C)CC3)cc2)cc1 | i | -9 | i | i | i | i | i | i | i | i | i
O=C(Nc1ccc2oc(-c3ccncc3)nc2c1)c1ccccc1F | i | 0 | i | i | i | i | i | i | i | i | i
O=C(CCN1C(=O)/C(=C/c2ccccc2Cl)SC1=S)N1CCOCC1 | i | -12 | i | i | i | i | i | i | i | i | i
Cc1ccc(/C=N/NC(=O)CSc2nnc(-c3ccc(Cl)cc3)n2-c2ccc(Cl)cc2)o1 | i | -12 | i | i | i | i | i | i | i | i | i
COc1ccc(C2SCC(=O)N2c2ccc(C)cc2)cc1 (configuration not stated) | i | -3 | i | i | i | i | i | i | i | i | i
Cc1ccc(OCCNC(=O)c2ccccc2F)cc1 | i | -6 | i | i | i | i | i | i | i | i | i
Cn1c2ccc(F)cc2c2nnc(NN)nc21 | i | -11 | i | i | . | i | i | . | i | . | i
CC1CN(C2CCCCC2)c2nc3c(c(=O)[nH]c(=O)n3C)n2C1 (configuration not stated) | i | -7 | i | i | i | i | i | i | i | i | i

# (list continues)
SMILES | KCNQ1 inh | hERG rescue | RGS4 block | KCNK3 inh | MrgX1 PAM | ANO1 activ | KCNK9 inh | MrgX1 ag | KCNQ1 pot | TMEM16A inh | RGS4 act
CC(C)(CC(=O)O)CC(=O)N1CCN(c2cc(C(F)(F)F)nc3ccccc23)CC1 | i | -4 | 5* | i | i | i | i | i | i | i | i
O=C(Nc1ccon1)c1csc2c1CCCC2 | i | -9 | i | i | i | i | i | i | i | i | i
O=C(Nc1ccncc1)c1ccc2c(c1)OCCO2 | i | -5 | i | i | i | i | i | i | i | i | i
OCCC1CN(Cc2ccc(-c3ccco3)cc2)CCN1Cc1ccsc1 (configuration not stated) | i | -18 | i | i | i | i | i | i | i | i | -7.7*
CN(C)S(=O)(=O)c1ccc2c(c1)c(=O)c(C(=O)NCCCN1CCCCCC1)cn2C | i | -2 | i | i | i | i | i | i | i | i | i
CSc1nc(N)nc(SCC(=O)Nc2cccc(F)c2)c1C#N | i | -4 | i | i | i | i | i | i | i | i | i
Cc1ccc(C)c(NC(=O)CSc2nnc(-c3n[nH]c4ccccc34)o2)c1 | i | -5 | i | i | i | i | i | i | i | i | i

# Screening results from PubChem BioAssay.
